GPR151 activators = GPR151 activators, triplicate retest, confirmation, cell-based, PathHunter beta-arrestin, luminescence, set 2 (AID 1508608) | GPR151 PathHunter beta-arrestin cells, luminescence, 90 min; hits give high values; 100% = signal from added EA reagent | 2,300 tested, 0.9% active | G-protein coupled receptor 151 (Homo sapiens) | activation, % at 11.2 µM;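 active = mean activation across replicates above 26.72%, the hit cutoff set for this confirmation screen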;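 also: 0% = plate median of compound wells and 100% = EA reagent high control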
GPR119 activation = off-target GPR119 activation – cell-based, PathHunter beta-arrestin, luminescence, set 2, counter-screen for GPR151 activator project, confirmation (AID 1508607); Glucose-dependent insulinotropic receptor (Homo sapiens); GPR119 PathHunter beta-arrestin cells, luminescence, 90 min; hits give high values; activation, % at 11.2 µM; 2,300 tested, 0.9% active;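 active = mean percent activation across replicates above the counterscreen hit cutoff of 9.17%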;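 also: 0% = median of sample wells and 100% = wells given EA reagent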
Numbers without * were called inactive. A portion of the library. The share of hits here may be higher or lower than overall.

Start of the listing, in advance:
SMILES	GPR151 activators	GPR119 activation
CCCCOc1ccc(C(=O)Nc2ccc(Cl)cc2C(=O)c2ccccc2)cc1	-1.0	-2.5
CC[n+]1c(/C=C/C=C2\N(C)c3ccccc3C2(C)C)n(-c2ccccc2)c2cc(Cl)ccc21	14	4.8

The list itself, from the first entry:
SMILES	GPR151 activators	GPR119 activation
CCCCOc1ccc(C(=O)Nc2ccc(Cl)cc2C(=O)c2ccccc2)cc1	-1.0	-2.5
CC[n+]1c(/C=C/C=C2\N(C)c3ccccc3C2(C)C)n(-c2ccccc2)c2cc(Cl)ccc21	14	4.8
COc1cc([N+](=O)[O-])cc(/C=C2/C(=O)NC(=O)N(C)C2=O)c1O	3.8	3.9
O=C(NC(O)C(Cl)(Cl)Cl)c1ccccc1 (stereo unspecified)	-5.4	-0.6
CCCCn1c(C)c(C(=O)OCC)c2cc(OC(=O)CCC)c3ccccc3c21	1.2	-1.1
CCOC(=O)C1CCN(/C=C2/C(=O)NC(=S)N(c3ccccc3F)C2=O)CC1	-0.1	3.1
CCCCOC(=O)C1=C(N)OC2=C(C(=O)CC(C)(C)C2)C12C(=O)Nc1ccccc12 (stereo unspecified)	5.1	7.0

Retrieved by structure from above, 3 records:
SMILES	GPR151 activators	GPR119 activation
CCCCn1c(C)c(C(=O)OCC)c2cc(OC(=O)CCC)c3ccccc3c21	1.2	-1.1
O=C(NC(O)C(Cl)(Cl)Cl)c1ccccc1 (stereo unspecified)	-5.4	-0.6
CC[n+]1c(/C=C/C=C2\N(C)c3ccccc3C2(C)C)n(-c2ccccc2)c2cc(Cl)ccc21	14	4.8
